Compound activity (PubChem)
BLM inh: qHTS Assay for Inhibitors of Bloom's syndrome helicase (BLM); RecQ-like DNA helicase BLM (Homo sapiens), P54132; recombinant BLM DNA unwinding, fluorescence dequenching; Potency, µM (titrated, usually from 56.1 µM), without a hit: at the top dose activity change, negative = inhibition, hits mostly inhibitors; 0.2% of 350,000 active;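 note: potency is the fitted concentration of half-maximal effect; plate controls were vehicle for no effect and no enzyme for full effect; nearly all actives have a fitted effect of over 35% in size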
Pol eta inh: qHTS for Inhibitors of Polymerase Eta | AID 588591, 2011 | 1.2% of 390,000 active | DNA polymerase eta (Homo sapiens), Q9Y253 | Potency, µM (highest dose often 114 µM), for inactives: at the highest dose activity change, negative = inhibition, usual class: inhibitors | recombinant Pol eta, fluorescent DNA replication assay; note: potency is the fitted concentration of half-maximal effect; % is set by controls: 0 for no effect and ±100 for the full control effect
Target sequence (Q9Y253 whole entry, looked up): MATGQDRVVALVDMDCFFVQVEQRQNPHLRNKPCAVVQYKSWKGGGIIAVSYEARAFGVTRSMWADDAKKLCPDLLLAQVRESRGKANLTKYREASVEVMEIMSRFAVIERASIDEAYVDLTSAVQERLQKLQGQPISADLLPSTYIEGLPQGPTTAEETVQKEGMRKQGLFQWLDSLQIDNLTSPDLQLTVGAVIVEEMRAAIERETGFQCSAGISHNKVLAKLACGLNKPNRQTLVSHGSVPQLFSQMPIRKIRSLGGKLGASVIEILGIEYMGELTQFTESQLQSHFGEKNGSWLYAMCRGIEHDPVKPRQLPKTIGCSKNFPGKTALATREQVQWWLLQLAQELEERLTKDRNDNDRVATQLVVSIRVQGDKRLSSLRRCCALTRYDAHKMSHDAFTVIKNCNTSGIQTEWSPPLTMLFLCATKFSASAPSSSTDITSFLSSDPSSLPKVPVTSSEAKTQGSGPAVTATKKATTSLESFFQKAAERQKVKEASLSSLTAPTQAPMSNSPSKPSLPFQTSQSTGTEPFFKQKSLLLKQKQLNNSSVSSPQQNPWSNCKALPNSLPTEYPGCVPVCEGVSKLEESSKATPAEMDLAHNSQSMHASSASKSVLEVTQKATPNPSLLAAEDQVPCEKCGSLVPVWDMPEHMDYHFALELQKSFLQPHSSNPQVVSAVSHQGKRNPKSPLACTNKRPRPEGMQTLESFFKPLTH
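Pol eta (10 nM) was preincubated with compounds for 15 min at room temperature, after which fluorescent replication substrate (50 nM final) was added to start the reaction. Fluorescence was read kinetically at 0 and 10 min.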
PGK inhibitor: qHTS Assay to Find Inhibitors of Phosphoglycerate Kinase. AID 602233, 2012. Phosphoglycerate kinase, glycosomal (Trypanosoma brucei brucei), P07378. PGK/GAPDH coupled, Kinase-Glo luminescence, 60 min. 0.043% of 380,000 active. Potency, µM (top dose mostly 57.5 µM), for the others: at the highest dose activity change, negative = inhibition, actives largely listed as inhibitors; note: potency is the fitted concentration of half-maximal effect; % is set by controls: 0 for no effect and ±100 for the full control effect; nearly all actives have a fitted effect of over 60% in size
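Recombinant glycosomal PGK reaction used 1,3-bisphosphoglycerate generated in-well by GAPDH (100nM final) in 100mM TEA pH 7.6, 5mM MgCl2, 0.01% Tween-20. After 60 minutes at room temperature, ATP was read by Kinase-Glo Plus luminescence end-point.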
POLI inh: qHTS for Inhibitors of Polymerase Iota; DNA polymerase iota (Homo sapiens), Q9UNA4; Pol iota fluorescent replication assay, 10 min; Potency, µM (titrated, usually from 115 µM), for the others: at the highest dose activity, negative = inhibition, usual class: inhibitors; 1% of 390,000 active; AID 588590, 2011; note: potency is the fitted concentration of half-maximal effect
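Pol iota at 10 nM preincubated 15 min with compounds at room temperature; reaction started with fluorescent substrate, 50 nM final. Fluorescence read kinetically at 0 and 10 min; buffer-only wells as negative control.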
Pol beta inh: qHTS Assay for Inhibitors of DNA Polymerase Beta | Potency, µM (series often up to 114 µM), without a hit: at the top dose activity change, negative = inhibition, usual class: inhibitors | Pol beta primer extension/strand displacement, fluorescence kinetic | AID 485314, 2010 | P06746 | 1.3% of 340,000 active; note: potency is the fitted concentration of half-maximal effect; % is set by controls: 0 for no effect and ±100 for the full control effect
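Human Pol beta at 10 nM; strand-displacement substrate 50 nM final. Compound exposure 15 min at room temperature before start, reaction 10 min at room temperature.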
RXFP1 antagonist: qHTS Assay for Antagonists of the Relaxin Receptor RXFP1. HEK293-RXFP1, relaxin-stimulated cAMP HTRF, 30 min; hits give low values. activity change, negative = inhibition, % at 57.5 µM. 0.59% of 350,000 active;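 active = activity change of -60% or lower, but not beyond a set lower limit; inconclusive = change between -60% and -40%, or beyond the set limit; inactive = change above -40%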; note: % is set by controls: 0 for no effect and ±100 for the full control effect
Apoferritin bind: qHTS Assay for Identification of Novel General Anesthetics. Ferritin light chain (Equus caballus), P02791. apoferritin/1-aminoanthracene competitive binding, fluorescence. Potency, µM (top dose mostly 77.5 µM), without a hit: at the top dose activity change, negative = displacement, hits mostly inhibitors. 0.074% of 350,000 active. AID 485281, 2010; note: potency is the fitted concentration of half-maximal effect; % is set by controls: 0 for no effect and ±100 for the full control effect; nearly all actives have a fitted effect of over 20% in size
Target sequence (P02791 2-175 limits assumed): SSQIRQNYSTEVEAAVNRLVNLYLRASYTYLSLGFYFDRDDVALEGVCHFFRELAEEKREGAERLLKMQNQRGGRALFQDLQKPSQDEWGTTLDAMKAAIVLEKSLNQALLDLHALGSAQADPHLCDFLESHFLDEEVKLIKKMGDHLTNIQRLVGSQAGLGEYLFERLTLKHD
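Concentration-response curves derived by four-parameter Hill fitting of normalized fluorescence, where compounds displaced 1-AMA from 10 uM horse apoferritin following a brief 10 min room-temperature incubation; propofol titration acted as positive control.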
POLK inh: qHTS for Inhibitors of Polymerase Kappa | purified Pol kappa, fluorescent DNA synthesis assay, 10 min | 0.53% of 400,000 active | AID 588579, 2011 | Potency, µM (series often up to 107 µM), without a hit: at the top dose activity, negative = inhibition, usual class: inhibitors | DNA polymerase kappa (Homo sapiens), Q9UBT6; note: potency is the fitted concentration of half-maximal effect; % is set by controls: 0 for no effect and ±100 for the full control effect
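Fluorescent qHTS in 1536-well format: enzyme (10 nM) and compound sat 15 min at room temperature before 50 nM substrate (final) was added. Signal taken at 0 and 10 min; no-enzyme buffer wells were negative controls.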
APEX1 inh: qHTS Assay for Inhibitors of the Human Apurinic/apyrimidinic Endonuclease 1 (APE1). DNA repair nuclease/redox regulator APEX1 (Homo sapiens), P27695. recombinant APE1, TAMRA/BHQ-2 abasic DNA cleavage fluorescence. Potency, µM (highest dose often 65.8 µM), without a hit: at the highest dose activity change, negative = inhibition, usual class: inhibitors. 0.35% of 350,000 active;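 note: potency is the fitted concentration of half-maximal effect; plate controls were vehicle for no effect and reference inhibitor for full effect; nearly all actives have a fitted effect of over 55% in size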
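APE1 at 0.75 nM preincubated 15 min at room temperature with compound. Reaction then started with 50 nM double-stranded THF-abasic substrate labelled with TAMRA/BHQ-2, and 525/598 nm fluorescence read kinetically. Activity taken as third-minus-first read difference, normalized to DMSO and NSC13755 controls.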
* hit, by the source's call; i = inactive; ? = inconclusive; nt = not tested or not shown; & = joins results of further samples; [ ] = remark or other dose. Unless noted, calls come from the whole dose curve; as a rule, active = well fitted curve in the direction sought with a large enough effect; inconclusive = small, poorly fitted or top-dose-only effect, or another doubt; inactive = no such curve, though single readings can be large; an effect the other way counts as inactive or inconclusive. An excerpt (hit frequency here may not be typical).

Below each compound – POLI inh, APEX1 inh, Pol beta inh, PGK inhibitor, RXFP1 antagonist, BLM inh, Apoferritin bind, POLK inh, Pol eta inh
CCc1ccc(NC(=O)CSc2nnnn2-c2cccnc2)cc1
 : 27%, -12%, ?, 4%, 7, 0%, ?, -10%, -5%
CCCCC(=O)N(Cc1nc2sc(C)c(C)c2c(=O)[nH]1)C1CCCC1
 : 53%[activator], 3%, 5%, 1%, -21, 3%, ?, -9%, -20%
N#Cc1nc(-c2ccco2)oc1NCc1ccc(F)cc1
 : 6%, 0%, -3%, 3%, -6, -5%, -15%, 3%, 6%
COC(=O)/C=C/c1ccccc1CN1[C@@H](CC(=O)OC)c2ccccc2S1(=O)=O
 : 30%[activator], 17%, nt, -2%, nt, nt, nt, 2%, -18%
Clc1ccc(-c2csc(=Nc3ccccc3)n2Cc2ccc3c(c2)OCO3)cc1
 : -13%, nt, 5%, i, nt, -7%, -7%, -17%, 5%
COCCn1c(SC(C)C(=O)Nc2ncc(Cl)cc2Cl)nc2ccccc21 (stereo not given)
 : 7%, -2%, -2%, 2%, 11, -3%, -21%, -10%, -13%
COc1ccc(-n2c(SC(C)C(=O)Nc3ccc(NC(C)=O)cc3)nc3ccccc3c2=O)cc1OC (stereo not given)
 : 18%, 15%, 7%, -4%, -6, -7%, -14%, -5%, -15%
CC(C)Oc1ccc(C(=O)NC(C)(C)CO)cc1
 : ?, -1%, 28%, i, 0, -1%, -3%, -22%, -8%
CCOC(=O)c1nn(-c2ccc([N+](=O)[O-])cc2)cc1O
 : 2%, ?, -19%, -4%, 4, 0%, -2%, 4%, -14%
CCn1c(=O)c2ccccc2n2c(SCC(=O)NCc3cccs3)nnc12
 : -23%, 3%, 18%, -4%, -3, 3%, 1%, -4%, -10%
O=C(NC1CCN(S(=O)(=O)c2cccc(F)c2)CC1)c1ccc(F)cc1
 : 5%, -10%, 6%, -7%, -1, -6%, -1%, 5%, -6%
CC(=O)Nc1sc(N/N=C/c2ccc(C)cc2)nc1-c1ccc(C)cc1
 : -18%, 1%, -4%, i, -5, -2%, -4%, -21%, -16%
COc1ccc(N2C(=O)Cc3ccccc3C2=O)cc1
 : 189%[activator], 10%, 7%, -9%, -16, -7%, -14%, -2%, -4%
O=C(NCc1nnc(SCC(=O)N2CCOCC2)o1)c1c(F)cccc1Cl
 : 66%[activator], 7%, -2%, 3%, -9, -1%, -6%, -4%, -16%
CCN1CCn2c3c(c4cc(Br)ccc42)CCCC31 (stereo not given)
 : 4%, nt, nt, 0%, -3, nt, nt, -15%, -9%
CCCN1CCN(CCCNC(=O)Cn2cc3c(n2)CCCC3)CC1
 : 18%, 1%, -27%, -7%, 1, 4%, 6%, 15%, -12%
CCOc1ccc(N=C(NC#N)SCC(=O)NC2CC2)cc1
 : -12%, -1%, -4%, -1%, 2, 0%, -19%, -2%, 8%
Cc1cccc(Cn2c(=O)n(CCCC(=O)NCc3ccccc3Cl)c(=O)c3ccccc32)c1
 : ?, nt, 10%, 4%, nt, -3%, 77%[activator], -4%, -3%
O=c1c2ccccc2[nH]c(=S)n1CCN1CCc2ccccc2C1
 : 42%[activator], -2%, 6%, -9%, -75*, 0%, -7%, -3%, -5%
CCn1c(=O)cc(OCC(=O)NCc2cccs2)c2ccccc21
 : 53%[activator], 5%, 6%, 3%, -15, -1%, -5%, -1%, -22%
Nc1nc(Nc2cccc(Cl)c2)nc(NCCO)c1[N+](=O)[O-]
 : ?, -3%, 5%, -4%, -3, ?, 7%, -3%, -34%
CCOc1c(C)cnc2c1c(=O)n(CC(=O)NCC1CCCO1)c(=O)n2C (stereo not given)
 : 39%[activator], 8%, nt, -5%, -5, nt, nt, 0%, -21%
CC(=O)c1cccc(N=Nc2c(C)[nH]c3ccccc23)c1
 : -1%, -4%, 0%, i, -23, -14%, -19%, -4%, -15%
COc1ccc(C2CC(=O)c3c([nH]c(C(=O)OCCOc4ccccc4)c3C)C2)cc1OC (stereo not given)
 : ?, nt, 9%, -8%, -20, -10%, 4%, ?, 4%
CCCOc1ccccc1C(=O)Nc1ccc(S(=O)(=O)N2CCN(C)CC2)cc1
 : -4%, 10%, 1%, -1%, -7, 2%, -8%, -3%, -8%
N#Cc1cc2c(nc1SCC(=O)N1CCCCC1)CCCCC2
 : -2%, 16%, 23%, -7%, 6, -3%, -18%, -15%, -20%
Cc1ccc(NCC(=O)N2CCN(S(=O)(=O)c3ccccc3)CC2)cc1F
 : 22%, 24%, nt, i, -11, nt, nt, -22%, -20%
CCCCC(=O)NC(=S)Nc1ccccc1N1CCCCC1
 : 11%, 2%, 1%, 0%, -12, -8%, -8%, -1%, -22%
COc1ccc(NC(=O)c2ccc(S(=O)(=O)N(C)c3ccccc3)cc2)cn1
 : 55%[activator], -3%, -15%, i, -4, -3%, -1%, -30%, ?
O=C1OC(COc2ccc(Br)cc2)CN1c1ccccc1 (stereo not given)
 : 129%[activator], 22%, 71%, 6%, -7, 1%, -6%, 1%, -15%
O=C(C(=NNc1ccccc1)c1ccccc1)c1ccccc1
 : 37%[activator], nt, nt, i, ?, nt, nt, -9%, -13%
O=[N+]([O-])c1ccc(Oc2ccc(Oc3ccc(C(F)(F)F)cn3)cc2)nc1
 : ?, 2%, 0%, i, 1, -10%, -2%, 5%, -14%
CC(C)C(c1nnnn1C1CCCC1)N1CCc2ccccc21 (stereo not given)
 : 12%, 8%, 39%, -9%, -19, -6%, -8%, -10%, -4%
COC(=O)c1sc(NC(=S)NC(=O)c2ccc(F)cc2)nc1C
 : nt, 4%, 0%, nt, nt, 1%, -4%, nt, nt
CNC(=S)NN=C(C)c1ccc(OC)cc1O
 : 8%, nt, nt, i, -5, nt, nt, -1%, -16%
Cc1[nH]c2ccccc2c1[C@H]1[C@@H](CC#N)C1(C)C
 : -3%, -8%, 0%, 0%, 9, 5%, -18%, -14%, -22%
Cc1ccc(S(=O)(=O)N2CCCCC2)cc1NC(=O)C1CC(=O)N(Cc2ccco2)C1 (stereo not given)
 : -3%, -5%, nt, i, -5, nt, nt, -2%, -13%
CC(C)(C)NC(=O)CCSc1nnc(-c2ccco2)o1
 : 1%, 13%, -1%, 8%, 3, -2%, 1%, -8%, -20%
CCOc1ccc(CCNC(=O)c2ccc(Nc3nc4ccccc4n4nnnc34)cc2)cc1OCC
 : 21%, nt, 2%, -7%, -6, 0%, 34%[activator], 0%, -8%
COc1cccc(C(=O)NC2CCN(C(=O)N3c4ccccc4Sc4ccccc43)CC2)c1
 : 13%, ?, -18%, -4%, ?, -9%, -4%, -7%, -11%
O=S(=O)(Nc1ccc(F)cc1)c1ccc(NS(=O)(=O)c2cccs2)cc1
 : 30%, 1%[12.4 µM], 14%, 1%, 5, 3%, -3%, 5%, -13%
O=C(O)c1ccc(/C=N/N2CCN(Cc3ccc(Cl)cc3)CC2)cc1
 : 29%, 27%, 16%, i, -2, -8%, -7%, -9%, -9%
CCN(CC)C(=O)C1CCCN(c2ncnc3c2c(-c2ccccc2)cn3-c2cccc(C)c2)C1 (stereo not given)
 : 9%, nt, -1%, -2%, -16, -6%, -1%, -5%[60.1 µM], -23%
CN(Cc1ccccc1)S(=O)(=O)c1ccc2[nH]c(=O)ccc2c1
 : ?, -35%, 32µM*, -4%, -4, -6%, -13%, -17%, -8%
COC(=O)c1cccc(NC(=O)c2ccc(OC)c(Cl)c2)c1
 : 39%[activator], -5%, -1%, 11%, -6, -5%, -17%, -5%, -21%

Three of the entries above in order of their number in Pol eta inh, rising.
structure,Pol eta inh
O=S(=O)(Nc1ccc(F)cc1)c1ccc(NS(=O)(=O)c2cccs2)cc1,-13%
COc1cccc(C(=O)NC2CCN(C(=O)N3c4ccccc4Sc4ccccc43)CC2)c1,-11%
O=C(O)c1ccc(/C=N/N2CCN(Cc3ccc(Cl)cc3)CC2)cc1,-9%

Next section
Below each compound – POLI inh, APEX1 inh, Pol beta inh, PGK inhibitor, RXFP1 antagonist, BLM inh, Apoferritin bind, POLK inh, Pol eta inh
Cc1[nH]c(=O)[nH]c(=S)c1C(=O)Nc1ccc(Cl)c(Cl)c1
 : 44%[activator], nt, nt, -7%, -8, nt, nt, -5%, -20%
NC(=O)c1ccc(Oc2cccc3cccnc23)c([N+](=O)[O-])c1
 : 286%[activator], -4%, 0%, -8%, -21, -7%, 2%, -3%, 3%
COc1ccc(NS(=O)(=O)c2ccc(N3C(=O)CCC3=O)cc2)cc1
 : 2%, -2%, 2%, -4%, -9, -1%, -12%, -16%, -1%
Cc1cc2c(s1)c1cnn(Cc3ccccc3F)c(=O)c1n2C
 : 4%, -3%&8%, 7%, -4%, -10, 0%, -7%, -5%, 11%
Cc1ccc(C)c(NC(=O)C2CCCN2/C=C/C(=O)C(F)(F)F)c1 (stereo not given)
 : 25%, -1%, 15%, i, 3, 3%, -14%, -3%, -5%
O=C(Nc1ccccc1)C1CCCN(C(=O)c2ccc(F)cc2)C1 (stereo not given)
 : 3%, 4%, nt, 1%, 0, nt, nt, -2%, -5%
Cc1cc(NC(=O)CSc2nc(C(C)C)nc3ccccc23)no1
 : 13%, 0%, -29%, -4%, 0, -8%, -16%, -19%, -8%
C=CCNC(=S)N1CCC(Cc2ccccc2)CC1
 : -23%, 9%, 19%, -5%, -6, -5%, -14%, -2%, -13%
